# SENP8 inh: inhibitors of human SENP8 protease | recombinant SENP8, Nedd8 substrate fluorescence | inhibition, % at 20 µM | actives 0.64% (n = 360,000) | AID 602440; in the data active = inhibition mostly above about 40%, no sharp cut-off; inactive = mostly below about 27%
# Target sequence (Q96LD8 whole entry, looked up): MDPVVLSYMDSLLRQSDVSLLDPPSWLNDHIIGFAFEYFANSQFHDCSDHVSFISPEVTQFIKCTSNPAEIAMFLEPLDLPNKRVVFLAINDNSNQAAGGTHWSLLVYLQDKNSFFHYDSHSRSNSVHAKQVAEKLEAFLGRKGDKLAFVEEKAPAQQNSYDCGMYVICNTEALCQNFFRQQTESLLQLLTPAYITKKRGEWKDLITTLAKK
# SENP1 FRET inh: inhibitors of human SENP1 SUMO protease catalytic domain; inhibition, % at 10 µM; actives 0.21% (n = 360,000); recombinant SENP1 catalytic domain, CyPet-SUMO1-YPet FRET cleavage; Q9P0U3;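 active = inhibition at least 30% at 10 µM, raw YFP signal under a set limit, fluorescence ratio 0.5 to 1.5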;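 also: 0% = enzyme with DMSO and 100% = no enzyme wells; some results filed as inactive read as strong as hits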
# Target sequence (Q9P0U3 419-644 limits assumed): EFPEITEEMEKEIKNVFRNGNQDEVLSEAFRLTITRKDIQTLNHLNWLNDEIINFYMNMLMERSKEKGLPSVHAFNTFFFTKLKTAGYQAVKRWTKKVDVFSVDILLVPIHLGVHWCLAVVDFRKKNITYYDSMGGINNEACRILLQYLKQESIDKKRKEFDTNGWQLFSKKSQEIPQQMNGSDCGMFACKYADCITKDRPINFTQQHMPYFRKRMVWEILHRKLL
#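 Compound: 10 µM single point, 0.5% DMSO; Test system: hSENP1 catalytic domain, recombinant; Timing: 50 min reaction at room temperature; Technique: FRET, CFP and YFP emission; Control set: no-enzyme wells low, DMSO-plus-enzyme wells high control.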
# * = called active by the depositor; i = inactive. These rows are one share of the data; count on the stated rates, not on these rows.
# Order of results – SENP8 inh	SENP1 FRET inh
- CCOc1cccc(-c2cc(NCCc3ccccn3)n3nccc3n2)c1
    i	-5
- Cc1ccc(C(O)c2ncc(-c3ccccc3F)[nH]2)cc1F (stereo unspecified)
    13	-1
- CC(C)NC(=O)N(C)C[C@H]1OCCCC[C@@H](C)Oc2ccc(N(C)C)cc2C(=O)N([C@H](C)CO)C[C@@H]1C
    -43	2
- CCc1ccc(C(O)c2ncc(-c3ccccc3OC)[nH]2)cc1 (stereo unspecified)
    6	0
- COc1ccc(NC(=O)C2Cc3c(-c4ccc5c(c4)OCO5)ccnc3O2)cc1OC (stereo unspecified)
    -14	-2
- CCN(CC)c1c(C)nc2ccc(C(=O)Nc3cc(-c4ccccc4)ccc3OC)cn12
    -6	-9
- COCCCN1C(=O)C(CC(=O)NCc2cccc3ccccc23)CC(C(=O)N2CCCCCC2)=C1C (stereo unspecified)
    10	-1
- C#CCn1cc(CNC[C@H]2O[C@@H](n3cnc4c(=O)[nH]c(N)nc43)[C@H](O)[C@@H]2O)c2ccccc21
    26	-5
- CCOC(=O)C1=C(c2ccccc2)N=c2sc(=Cc3cc(OC)c(OC)c(OC)c3)c(=O)n2C1c1cccs1 (stereo unspecified)
    -12	-32
- COCCNC(=O)C1(C)Cc2c(-c3cccc(NC(C)=O)c3)ccnc2O1 (stereo unspecified)
    -4	1
- CN(C)c1cccc(NC(=O)C2Cc3c(-c4cccnc4)ccnc3O2)c1 (stereo unspecified)
    11	1
- CC(C)NC(=O)C1(C)CCN1C(=O)c1cccc(F)c1 (stereo unspecified)
    18	-3
- CC(=O)N1C[C@H]2CON(C)[C@H]2C[C@H]1c1ccccc1
    12	1
- CCC(=O)Nc1ccc2c(c1)OC[C@@H](C)N(Cc1cccc(F)c1)C[C@@H](C)[C@@H](OC)CN(C)C2=O
    21	2
- O=C1NC[C@@H](CCCCN2C[C@H](Cc3ccccc3)N(CCC3CCCCC3)C(=O)C2=O)N(Cc2ccccc2)C1=O
    20	3
- Cc1ccccc1-c1cc2nc(NCCc3ccncc3)n(C)c(=O)c2s1
    -34	1
- O=C(Nc1cccc(Cl)c1)c1ccc2sc([C@@H]3O[C@H](CO)[C@H](O)[C@H](O)[C@H]3O)nc2c1
    12	-4
- CC(C)C1Cc2[nH][nH]c(=O)c2C(c2ccc(Cl)cc2)O1 (stereo unspecified)
    18	4
- CCOc1ccc(CCN2C(=O)C(=O)N([C@@H](Cc3ccccc3)CN3CCC[C@@H]3CN3C(=O)C(=O)NC[C@@H]3Cc3ccc(O)cc3)C[C@@H]2Cc2ccccc2)cc1
    21	0
- CCc1nc2ccc(C(=O)NCCN3CCOCC3)cn2c1N(C=O)Cc1ccc(OC)cc1
    -51	-4
- CCCNC(=O)c1cc(C2CCCN(C(=O)c3cc(F)ccc3C)C2)on1 (stereo unspecified)
    13	0
- COc1cccc(CN2CCC2(C)C(=O)NCCc2ccccn2)c1OC (stereo unspecified)
    24	-1
- CCc1nc2c(OCc3ccc(F)c(F)c3)cccn2c1N(C)C(=O)c1ccc(OC)cc1
    22	1
- COc1ccc(NC(=O)C(c2ccc(C(F)(F)F)cc2)n2c(=O)c(-c3ccco3)nc3ccccc32)cc1 (stereo unspecified)
    -303	-17
- CCCc1nc2ccc(C(=O)OC)cn2c1Cc1cccc(F)c1
    -153	-8
- O=C(c1cccc(Cl)c1)N1CCC(=O)N([C@H](COCc2cccc(Cl)c2)Cc2ccccc2)CC1
    6	0
- O=C(NCc1cccs1)C1Cc2c(-c3ccccc3Oc3ccccc3)ccnc2O1 (stereo unspecified)
    5	-5
- CC1(C(=O)Nc2ccccc2)Cc2c(-c3cccc(C(N)=O)c3)ccnc2O1 (stereo unspecified)
    4	1
- CC(C)C[C@H]1CNC(=O)C(=O)N1CC1CCN(CC2CCC(C)CC2)CC1 (stereo partly specified)
    7	1
- CCN(CC)c1ncnc2c1ncn2[C@H]1CN(Cc2ccc(F)cc2)C[C@@H](CO)O1
    6	3
- CN(C)C(=O)c1cccc(-c2cccc(-c3nc(C(=O)NCc4ccccc4)cc4c3[C@H](CCO)N(S(=O)C(C)(C)C)C4)c2)c1 (stereo partly specified)
    -57	-21
- CC1(C(=O)NS(=O)(=O)c2ccc(C#N)cc2)CCN1C(=O)C1(c2ccccc2)CCCC1 (stereo unspecified)
    15	1
- CCOC1=C2[C@@H](CN(S(=O)(=O)c3ccccc3C)[C@H]2c2ccc(Cl)cc2)[C@H]2C(=O)N(C3CCCCC3)C(=O)[C@H]2C1
    2	-15
- CSc1ccc(CN2CCC2(C)C(=O)NCc2cccs2)cc1 (stereo unspecified)
    8	2
- Cc1ccc(S(=O)(=O)N2C(c3ccccc3)CC(=O)C3CN(S(=O)(=O)c4ccc(Cl)cc4)C(c4ccccc4)CC32)cc1 (stereo unspecified)
    26	1
- COc1ccc(-c2oc3c(c2C#CC(C)(C)O)C(OCCO)CC3)cc1 (stereo unspecified)
    -112	0
- CC(=O)N1CCN(C(c2ccccc2)c2nnnn2C(C)(C)C)CC1 (stereo unspecified)
    11	3
- OC[C@@H]1CN(Cc2ccc(-c3ccccc3)cc2)C[C@H](n2cnc3c(NC4CC4)ncnc32)O1
    4	-1
- COC(=O)c1ccc2nc(-c3ccc(F)cc3)c(Cc3ccccc3OC)n2c1
    -389	4
- CC(C)c1cn(CC[C@@H]2CC[C@@H](NC(=O)C3CCCCC3)[C@@H](CO)O2)nn1
    18	3
- COc1ccc(C(c2nnnn2-c2ccc3c(c2)OCCO3)N2CCN(C/C=C/c3ccccc3)CC2)cc1 (stereo unspecified)
    18	4
- O=C1NC[C@H](CCCCN2C[C@@H](Cc3ccccc3)N(Cc3ccccc3)C(=O)C2=O)N(CCC2CCCCC2)C1=O
    16	2
- O=C1NC[C@H](CCCCN2C[C@H](Cc3ccc(O)cc3)N(CCC3CCCCC3)C(=O)C2=O)N(CCC2CCCCC2)C1=O
    13	1
- O=C(Nc1ccc(Cl)cc1)C1Cc2c(-c3ccccc3)ccnc2O1 (stereo unspecified)
    12	-3
- CCOc1ccc(Cl)cc1-c1cc(C(=O)NCc2ccccc2)[nH]n1
    12	-1

# In a second layout: 2 of the compounds above.
SENP8 inh	SENP1 FRET inh	Molecule
-57	-21	CN(C)C(=O)c1cccc(-c2cccc(-c3nc(C(=O)NCc4ccccc4)cc4c3[C@H](CCO)N(S(=O)C(C)(C)C)C4)c2)c1 (stereo partly specified)
15	1	CC1(C(=O)NS(=O)(=O)c2ccc(C#N)cc2)CCN1C(=O)C1(c2ccccc2)CCCC1 (stereo unspecified)

# (listing goes on)
# Order of results – SENP8 inh	SENP1 FRET inh
- CC1=C(C(=O)N(C(C)C)C(C)C)CC(CC(=O)NC2CC2)C(=O)N1CCCN1CCCC1=O (stereo unspecified)
    9	3
- CN(C)[C@H]1CCN([C@H]2CS(=O)(=O)N[C@@H]2COCc2ccccc2)C1
    19	-10
- CCN(CC)C(=O)c1ccc2nc([C@H]3C[C@H](O)[C@@H](CO)O3)[nH]c2c1
    13	2
- CCC1Cc2[nH][nH]c(=O)c2C(CC)O1 (stereo unspecified)
    19	2
- Cc1ccccc1NC(=O)C1C(=O)Nc2ccccc2C(=O)N1Cc1ccccc1 (stereo unspecified)
    -182	2
- Cn1cnc(S(=O)(=O)N2C[C@@H](O)COC[C@@H]3O[C@H](CC(=O)NC4CCC4)CC[C@H]32)c1
    20	1
- COc1cc(CNC(=O)c2cc(-c3cc(C)cc(F)c3)n[nH]2)cc(OC)c1
    9	-2
- O=C1c2ccccc2C(c2nnnn2-c2ccc3c(c2)OCCO3)N1Cc1ccco1 (stereo unspecified)
    20	0
- CC(=O)Nc1ccc(NC(=O)c2cc(-c3ccc(F)cc3C)n[nH]2)cc1
    18	1
- C[C@H]1COc2cc(N3CCC[C@H]3CO)ccc2S(=O)(=O)N1
    11	-1
- CC(=O)Nc1ccc(CN(C)c2c(C)nc3ccc(C(=O)NCCc4ccccn4)cn23)cc1
    -1	0
- COc1ccc(CNC(=O)c2cccc3c(-c4cnn(C)c4)coc23)cc1OC
    -12	3
- COc1ccc(-c2cc(NC=O)c3ncc(-c4cccc(C(C)=O)c4)n3c2)cc1
    -37	-11
- CC(C)C[C@H]1CN([C@@H](Cc2ccc(O)cc2)CN2CCC[C@@H]2CN2C(=S)NC[C@@H]2Cc2ccccc2)C(=S)N1CC1CCCCCC1
    9	-1
- O=C(NCCN1CCC(n2c(=O)[nH]c3ccccc32)CC1)c1ccc(F)c(F)c1
    25	3

# Next entries.
Molecule,SENP8 inh,SENP1 FRET inh
CC1(C(=O)NS(C)(=O)=O)CCN1C(=O)Cc1ccc(Cl)cc1Cl (stereo unspecified),17,-1
C[C@@H](CO)NC(=O)[C@H]1O[C@@H](n2cnc3c(N)ncnc32)[C@H](O)[C@@H]1O,20,0
COC(=O)[C@]12CCCCC=C1N(Cc1ccco1)C(=O)[C@H](CC(=O)NCc1ccc(C)o1)C2,0,-5
CCCc1cc(=O)oc2c3c(cc(OCC(=O)N4CCC(C(=O)O)CC4)c12)OC(C)(C)CC3,3,3
Clc1cccc(-c2cccc3nccn23)c1Cl,i,-1
O=C(NCc1ccccc1)c1ccc([N+](=O)[O-])cc1,7,0
Cc1ccc(Cn2c(C)c(C(=O)NCc3cccc(C(F)(F)F)c3)sc2=O)cc1,3,-2
COc1cc(CNc2ncnc3c2ncn3[C@H]2CN(Cc3ccc(C(=O)O)cc3)C[C@@H](CO)O2)cc(OC)c1OC,2,2

# One compound at a time (already shown). Values in the order: SENP8 inh	SENP1 FRET inh
# O=C(NCc1ccccc1)c1ccc([N+](=O)[O-])cc1 is listed as 7	0
# CC1(C(=O)NS(C)(=O)=O)CCN1C(=O)Cc1ccc(Cl)cc1Cl (stereo unspecified) is listed as 17	-1
# Clc1cccc(-c2cccc3nccn23)c1Cl is listed as i	-1
# CCCc1cc(=O)oc2c3c(cc(OCC(=O)N4CCC(C(=O)O)CC4)c12)OC(C)(C)CC3 is listed as 3	3

# The list goes on.
Molecule,SENP8 inh,SENP1 FRET inh
Cc1cccc(C)c1NC(=O)C(c1ccccc1)N1CCN(c2ccc(C(F)(F)F)cn2)CC1 (stereo unspecified),-18,2
Cc1nc2c(OCc3ccc(C#N)cc3)cccn2c1N(C)Cc1cccs1,-175,-56
Cn1c(OCC2CCCO2)nc2cc(-c3ccccc3)sc2c1=O (stereo unspecified),-19,4
CC1=C(C(=O)N2CCCCCC2)CC(CC(=O)NCCCCc2ccccc2)C(=O)N1CCC1=CCCCC1 (stereo unspecified),19,-1
CC1(c2nnnn2Cc2ccccc2)CCC(=O)N1CCCN1CCOCC1 (stereo unspecified),15,4
COc1ccc(-c2csc(C(C)(O)c3ccc(F)c(F)c3)n2)cn1 (stereo unspecified),12,2
CCCS(=O)(=O)NC(=O)C1(C)CCN(C(=O)c2cncc(Br)c2)C1 (stereo unspecified),2,0
CC(C)C[C@H]1CNC(=O)C(=O)N1C[C@@H]1CCCN1C[C@H](CC(C)C)N1C[C@H](Cc2ccc(O)cc2)N(CCc2ccccc2)C(=O)C1=O,8,0
O=C(NCc1ccco1)c1ccc(-c2ccc3nccn3c2)cc1,-296,-82
CCc1nc2c(OCc3cc(Cl)cc(Cl)c3)cccn2c1N(C)C(=O)Nc1ccccc1OC,5,-5
N#Cc1cccc(C(=O)C(=O)N2CCC(c3ccccc3)CC2)c1,28,2
CCOC(=O)C1=CCN(S(=O)(=O)c2ccc(F)cc2)C1c1ccc(C)cc1 (stereo unspecified),14,0
COC(=O)[C@@]12C[C@@H](CC(=O)N3CCCCC3)C(=O)N(Cc3ccc4c(c3)OCO4)C1=CCC(C)(C)C2,19,1
CCc1nc2ccc(C(=O)N3CCN(C(=O)c4ccco4)CC3)cn2c1N(C)Cc1ccc(OC)cc1,5,-7
Cn1c(NCc2cccnc2)nc2cc(-c3ccc(F)cc3)sc2c1=O,-76,0
CCCCNC(=O)C[C@@H]1C[C@@]2(C(=O)OC)CCCCC=C2N(Cc2ccccc2)C1=O,9,3
CCCNC(=O)C1(C)CCCN(C(=O)c2cc3ccccc3s2)C1 (stereo unspecified),0,3
COc1ccc(Cc2c(C(C)(C)C)nc3ccc(Cl)cn23)c(C)c1,-174,-47
COc1ccc(-c2cc3c(c4c2ccn4C)C2CCC3C2)cn1 (stereo unspecified),-267,-81
CC1(C(=O)NCc2cccc(C(F)(F)F)c2)CCN1Cc1ccc(-c2ccccc2)o1 (stereo unspecified),9,-1
CCOC(=O)[C@]12CCCC=C1N(Cc1ccc(Cl)cc1Cl)C(=O)[C@H](CC(=O)N1CCSCC1)C2,24,2
COc1ccccc1-c1cnc(C(O)c2cc(Cl)cc(Cl)c2)[nH]1 (stereo unspecified),24,2
COC(=O)c1ccc2nc(-c3ccc(F)cc3)c(CC3CCCCC3)n2c1,-405,-37
Cc1ccc(-c2nc3cc(C)c(Br)c(C)n3c2Cc2cccc(Cl)c2)cc1,1,-3
C#Cc1cccc(Nc2nc(NC(C)C)nc3ccsc23)c1,-414,2
COc1ccccc1-c1cnc(C(O)c2ccc(C)cc2)[nH]1 (stereo unspecified),-24,2
CC(=O)NCCNC(=O)C1(C)Cc2c(-c3ccc(C(N)=O)cc3)ccnc2O1 (stereo unspecified),14,1
COc1ccc(CN2C[C@@H](CO)O[C@@H](n3cnc4c(NC5CCC5)ncnc43)C2)cc1,19,1
COc1ccc(CNC(=O)/C=C/[C@H]2O[C@@H](n3cc(C)c(=O)[nH]c3=O)C[C@@H]2O)cc1,30,0
CCCc1nc2ccc(Br)cn2c1Cc1ccccc1OC,-61,-6
COc1ccc2cc(C3CC=C(CO)CN3S(=O)(=O)c3ccccc3[N+](=O)[O-])n(C(=O)OC(C)(C)C)c2c1 (stereo unspecified),7,2
CCOC(=O)[C@]12CCC=C1N(CCC1=CCCCC1)C(=O)[C@H](CC(=O)N1CCN(C(=O)C3CC3)CC1)C2,32,2
CCOC(=O)[C@]12CCCC=C1N(Cc1ccccc1)C(=O)[C@H](CC(=O)NCCCOC)C2,13,2
C[C@@H]1COc2cc(N3CC[C@H](O)C3)ccc2S(=O)(=O)N1,6,-1

# Source: PubChem BioAssay
